# NFkB transloc inh = blocks IL-1B driven NFkB nuclear translocation in HUVEC cells. inhibition, % at 2 µM. hit rate 0.43% among 94,000. HUVEC IL-1B NFkB p65 nuclear translocation imaging;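 active = inhibition above about 30% together with a positive call from visual inspection of the well image, limit read from the data; inconclusive = inhibition above a set limit but visual check negative; inactive = inhibition not above a set limit, visual check negative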;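 also: nuclear over cytoplasmic p65 intensity ratio measured by imaging; 0% = IL-1B stimulated DMSO wells and 100% = unstimulated DMSO wells; values of inactives mirror those of a sister screen read the other way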
# IL1B NFkB pot = enhances IL-1B driven NFkB nuclear translocation; HUVEC IL-1B NFkB p65 nuclear translocation imaging; activation, % at 2 µM; hit rate 0.3% among 94,000; AID 819;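 active = activation above 40%, about the mean plus 3 SD, also judged a hit on visual image review; inconclusive = activation above 40% but not a hit on visual review; inactive = activation not above 40% and no visual hit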;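 also: percent activation is computed from the nuclear over cytoplasmic p65 intensity ratio; values of inactives mirror those of a sister screen read the other way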
# MRP resist rev = MRP-mediated drug resistance reversal; AID 602; differential viability (reversal), % at 10 µM; hit rate 0.04% among 85,000; H69AR cells + 2 uM doxorubicin, CellTiter-Glo, 72 h;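 active = viability drop by adding the cancer drug above about 55%, with treated viability meeting a 40% cutoff, limit read from the data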;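 also: viability without doxorubicin minus viability with 2 µM doxorubicin for each compound; larger differential means the compound sensitizes cells more to doxorubicin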
# Bcl-B TR3 displacers = displacers of TR3 peptide from Bcl-B, primary screen, selectivity assay for Bfl-1 inhibitor project, biochemical, fluorescence polarization; FP displacement of FITC-TR3 peptide from Bcl-B; higher % means a stronger effect; displacement, % at 20 µM; hits with a dose series show IC50 in µM; hit rate 0.11% among 96,000; AID 748;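 active = displacement above 50% at 20 µM plus a fluorescence interference ratio under 1.5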;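 also: plate controls were wells without compound for no effect and wells lacking Bcl-B protein for full effect; a part of the inactive calls stands beside numbers as strong as those of hits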
# PLAP inhibition = inhibition of human placental alkaline phosphatase – biochemical, luminescence, HTS (AID 690); purified PLAP, luminescent substrate; higher % means a stronger effect; inhibition, % at 20 µM; hits with a dose series show IC50 in µM; hit rate 0.08% among 96,000; in the data active = a potency from the dose series; inactive = the rest, 99 in 100 with inhibition below about 30%; also: strong numbers were not always called active
# MRP resist rev cytotoxicity = second read-out of MRP resist rev, no call of its own (marks repeat the call); viability, %; H69AR cells, CellTiter-Glo, 72 h; measured here: cytotoxicity without doxorubicin
# MRP resist rev with doxorubicin = recorded beside MRP resist rev, whose call it bears; viability, %; measured here: viability with 2 uM doxorubicin; stronger effect = lower value
# NFkB transloc inh cell count 2 µM = second read-out of NFkB transloc inh, no call of its own (marks repeat the call); cell count; measured here: cells passing quality filter;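 raw number of nuclei counted in each imaged well without normalization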
# IL1B NFkB pot cell count 2 µM = further read-out of IL1B NFkB pot, marked with its call; cell count; measured here: cells passing quality filter
# * marks the source's active call; other numbers are inactive results; ? = inconclusive; . = not tested or not shown. Only part of the results is shown (hit frequency here may not be typical).
SMILES,NFkB transloc inh,NFkB transloc inh cell count 2 µM,IL1B NFkB pot,IL1B NFkB pot cell count 2 µM,MRP resist rev,MRP resist rev cytotoxicity,MRP resist rev with doxorubicin,Bcl-B TR3 displacers,PLAP inhibition
CC1=C(C(=O)NCc2ccc3c(c2)OCO3)C2(CCC(C)CC2)OC1=O (stereo not given),.,.,.,.,7,98,90,-2%,-23%
CCCCC(CC)C(=O)Nc1ccccc1C(=O)NC(C)C (stereo not given),-20,114,20,114,22,91,69,8%,11%
O=C(NC1CC1)C1=COCCO1,-7,157,7,157,.,.,.,6%,3%
COc1ccc(Oc2c(Cl)cnn(-c3ccc(Cl)c(Cl)c3)c2=O)cc1,-34,161,34,161,.,.,.,1%,18%
COc1ccccc1C(=O)N/C(=C/c1ccc(Br)cc1)C(=O)NCC(=O)O,-1,154,1,154,.,.,.,0%,-23%
COc1ccccc1NC(=O)C1=C(C)Nc2nc(CCCO)nn2C1c1cccnc1 (stereo not given),3,138,-3,138,-3,86,89,-2%,-1%
C#CCOC(=O)CCC(=O)NCCc1ccccc1,.,.,.,.,8,93,85,-6%,1%
Cc1cccc(C)c1NC(=O)CSc1nc(COc2ccccc2)nc2ccccc12,1,192,-1,192,.,.,.,3%,12%
O=C(Cn1nnc(-c2ccc(CN3CCOCC3)cc2)n1)Nc1nc(-c2ccccc2)cs1,-4,165,4,165,6,85,78,-11%,-6%
O=C(CNC(=O)c1ccco1)OCC(=O)c1ccc2c(c1)CCCC2,-7,136,7,136,.,.,.,-5%,-4%
Cc1cc(C)c2nc(NC(=O)c3cc(C)on3)sc2c1,-17,196,17,196,17,95,78,-4%,-5%
O=S(=O)(Cc1ccccc1)/C1=C(\N2CCOCC2)CCCCCC1,3,123,-3,123,.,.,.,-2%,-10%
COc1cccc(OCCCCCN2CCOCC2)c1,16,64,-16,64,0,90,90,3%,-60%
CCOC(=O)CC1=CSC2=NS(=O)(=O)CCN12,7,124,-7,124,0,104,103,-3%,8%
CCN1CCN(C(c2ccccn2)c2c(NC(=O)c3ccccc3)sc(C)c2C)CC1 (stereo not given),.,.,.,.,.,.,.,5%,-49%
CCCCn1c(-c2ccccc2)nc2c(=O)n(C)c(=O)[nH]c21,-1,182,1,182,-15,86,101,4%,-7%
COC(=O)c1[nH]c2cccc(OC)c2c1NC(=O)CCN1CCC(C(N)=O)CC1,8,108,-8,108,0,98,99,.,-3%
CC12CCC(C(=O)NCc3ccc4c(c3)OCO4)(C(=O)C1=O)C2(C)C (stereo not given),-6,70,7,70,0,93,93,-10%,4%
O=C(Nc1c(F)cc(F)cc1Br)c1ccco1,-6,138,6,138,7,88,82,-5%,-3%
COC(=O)c1sccc1NC(=O)C1CC2CCC1C2 (stereo not given),-18,117,18,117,12,89,78,-7%,21%
O=C1COc2ccc(-c3csc(NCC4CCCO4)n3)cc2N1 (stereo not given),.,.,.,.,7,90,83,-2%,-23%
O=C(COC(=O)c1ccccc1NC(=O)c1ccco1)NCc1ccc2c(c1)OCO2,-3,176,3,176,4,94,90,-6%,2%
N#CCC(=O)NCC1(c2ccccc2)CCCC1,-12,137,12,137,10,92,82,0%,11%
O=C(OCC(=O)c1cccs1)c1cccc(C(=O)OCC(=O)c2cccs2)n1,-3,189,3,189,.,.,.,9%,17%
O=C(CCN1C(=O)COc2ccccc21)NCCC1=CCCCC1,.,.,.,.,11,104,93,0%,11%
CC(NC(=O)Cc1cccs1)c1ccc2c(c1)OCO2 (stereo not given),-3,131,3,131,-2,95,97,-8%,20%
COC(=O)CSC1=C(C#N)C(c2ccsc2)CC(=O)N1 (stereo not given),7,83,-7,83,-32,38,70,.,.
OCCSc1nnc(Nc2ccccc2)s1,4,109,-4,109,7,89,83,-3%,4%
CSCC[C@H](NC(=O)OC(C)(C)C)C(=O)N1CCC(C(=O)N[C@H](C(=O)O)C(C)C)CC1,-7,152,7,152,2,95,93,3%,-35%
CCCCc1nnc(NC(=O)CSc2nc(=O)cc(N)n2-c2ccccc2)s1,-12,142,12,142,-4,101,105,-9%,12%
COc1cccc(C(=O)/C=C/Nc2cccc(O)c2)c1,-14,27,14,27,1,79,78,-22%,30%
COc1ccccc1CNC(=O)/C=C/c1cc2c(cc1Br)OCO2,-1,118,1,118,.,.,.,6%,-10%
COc1ccccc1C(=O)N(Cc1ccco1)C1CCS(=O)(=O)C1 (stereo not given),4,116,-4,116,5,92,87,-3%,-26%
Cc1nc(-c2ccccc2)sc1C(=O)/C=C/c1ccccc1,6,145,-6,145,.,.,.,-20%,-4%
CCC(C(=O)Nc1nccs1)c1ccccc1 (stereo not given),.,.,.,.,1,105,104,3%,12%
COc1ccccc1OCc1csc(NC(=O)c2ccco2)n1,.,.,.,.,-1,89,90,0%,-9%
CCOC(=O)CSc1nc(N)c(C#N)c(-c2ccc(OC)cc2)c1C#N,-6,115,6,115,3,101,98,-6%,-6%
CCOC(=O)COn1c(=O)c(-c2ccco2)[n+]([O-])c2ccccc21,-8,111,8,111,.,.,.,-13%,2%
COc1ccc(CCNC(=O)Cc2cc(OCc3ccccc3)c(OC)cc2[N+](=O)[O-])cc1OC,-9,181,9,181,.,.,.,0%,-7%
O=C(CCn1cnc2ccccc2c1=O)Nc1ccc2c(c1)OCCO2,-13,152,13,152,-12,84,97,-10%,18%
COCCCNc1nc2c(c(=O)[nH]c(=O)n2C)n1CC(O)COc1cccc(C)c1 (stereo not given),-60,118,?,.,-5,84,89,1%,5%
COc1ccc(-c2cn3nc4c(nc3n2)CCCC4)cc1,-19,49,19,49,-12,70,82,51%,4%
N/C(=N/OCC(=O)Nc1cccc2ccccc12)c1nonc1N,-1,96,1,96,.,.,.,6%,3%
COc1ccc(Oc2ccccc2C=O)cc1,5,119,-5,119,.,.,.,-7%,4%
COc1ccccc1N1CCN(C(=O)COc2ccc(C)cc2Br)CC1,14,195,-14,195,-31,49,80,-51%,-32%
Cc1cc(C)cc(Oc2ccccc2/C=N\O)c1,-2,133,2,133,.,.,.,-2%,1%
Cn1nnnc1SCc1nc2ccccc2[nH]1,-12,99,12,99,3,91,88,-3%,10%
Cc1ccc(S(=O)(=O)Nc2cc(NC(=O)CN3CCOCC3)ccc2Cl)cc1,13,157,-13,157,-1,81,82,-12%,-38%
O=C(Nc1cccc2c1CCCC2)c1ccncc1,-23,126,23,126,7,109,102,.,.
O=C(CSc1nc(-c2ccccc2)cs1)NCc1ccco1,50*,117*,-50,117,19,95,76,1%,9%
C=CCN1C(=O)C2(c3ccccc31)C1CCCC=C1C(C#N)=C(N)C2(C#N)C#N (stereo not given),-8,165,8,165,-26,69,95,-3%,-3%
Cc1cc(C)c(C2C(C#N)=C(N)Oc3n[nH]c(C)c32)cc1CN1CCOCC1 (stereo not given),6,153,-6,153,7,95,88,-7%,-81%
O=C(Nc1ccc2oc(-c3ccccc3F)nc2c1)c1ncn[nH]1,-19,139,19,139,.,.,.,-55%,-216%
COc1ccc(CN2CCCCC2c2cccnc2)c(OC)c1C (stereo not given),-55,131,?,.,8,86,78,-1%,-39%
COc1ccc(N(CC(=O)Nc2ccc3c(c2)OCCO3)S(=O)(=O)c2cccnc2)cc1,.,.,.,.,.,.,.,0%,13%
COc1ccc(NC(=O)CSc2nnc(-c3cccs3)n2Cc2ccco2)cc1OC,-12,160,13,160,-12,69,81,6%,-34%
COCCCNC(=O)/C=C/c1cccc(Cl)c1,6,207,-6,207,.,.,.,-4%,5%
Cc1[nH]c(-c2ccco2)nc1C(=O)O,-13,95,16,95,-4,86,90,1%,1%
COc1ccc(N2CCN(C(=O)CSc3nnnn3-c3ccc4c(c3)OCCO4)CC2)cc1,6,185,-6,185,-3,78,81,14%,-67%
NCCCC(=O)N1c2ccccc2Sc2ccccc21,.,.,.,.,5,98,93,25%,-43%

# Single values from the entries so far.
# In IL1B NFkB pot, COc1ccccc1C(=O)N/C(=C/c1ccc(Br)cc1)C(=O)NCC(=O)O shows 1
# In NFkB transloc inh, Cc1cc(C)c(C2C(C#N)=C(N)Oc3n[nH]c(C)c32)cc1CN1CCOCC1 (stereo not given) shows 6

# The listing continues:
SMILES,NFkB transloc inh,NFkB transloc inh cell count 2 µM,IL1B NFkB pot,IL1B NFkB pot cell count 2 µM,MRP resist rev,MRP resist rev cytotoxicity,MRP resist rev with doxorubicin,Bcl-B TR3 displacers,PLAP inhibition
COc1ccccc1NC(=O)c1ccccc1-c1nc(-c2ccccc2OC)no1,-7,141,7,141,-3,68,72,-1%,-53%
CC1(C)CC(=O)C(CC(=O)NC(=O)NCc2ccccc2)=C(O)C1,-4,131,4,131,11,100,89,.,.
Cc1cccc(-n2c(C)nc3c(cnn3-c3ccc(F)cc3)c2=O)c1,-13,109,13,109,8,101,93,3%,-11%
CCS(=O)(=O)Nc1ccc(C(=O)CC2(O)C(=O)Nc3ccccc32)cc1 (stereo not given),-1,173,1,173,-9,81,90,-3%,-6%
O=C(Nc1cc(Cl)c(O)c(Cl)c1)C1CCCO1 (stereo not given),-14,96,14,96,1,94,93,0%,-21%
Cc1nc(C)c(C(=O)N/N=C/c2c[nH]c3ccccc23)s1,-17,180,17,180,.,.,.,-18%,7%
Cc1nnc2sc(-c3csc4c3CCCC4)nn12,-14,149,14,149,12,88,76,2%,13%
COc1ccc(CCNC(=O)C2CCN(C(=O)N(C)C)CC2)cc1OC,4,150,-4,150,15,99,83,0%,-18%
COc1ccccc1-c1nnc(SCc2nc3ccccc3[nH]2)n1C,-5,148,5,148,-13,79,92,1%,-74%
O=C(O)c1cc2sccc2s1,2,150,-2,150,-13,93,106,3%,2%
Cc1cc(C)c(NC(=O)C(C)(C)C)c(Cl)c1,.,.,.,.,-2,99,101,-7%,-4%
CCOC(=O)C1=C(C)NC2=C(C(=O)CCC2)C1c1coc2ccccc2c1=O (stereo not given),-5,189,5,189,-17,74,91,4%,-52%
Cc1ccc(C(O)CN2C3=NCCN3c3ccccc32)cc1 (stereo not given),3,129,-3,129,-6,85,91,-1%,-8%
Cn1c(C(=O)OC(C(=O)NC2CCCCC2)c2ccncc2)cc2sccc21 (stereo not given),-7,132,7,132,-7,23,30,-1%,-50%
O=C(CCCSc1nc2ccccc2[nH]1)N1CCN(c2ccccc2)CC1,2,192,-2,192,-4,75,79,6%,-70%
Cc1ccc(SCc2nnc(NC(=O)c3ccccc3)s2)cc1,0,105,0,105,.,.,.,-14%,-10%
Cn1c(NCc2ccccc2)nc2c1c(=O)n(Cc1ccc(Br)cc1)c(=O)n2C,.,.,.,.,19,91,72,-20%,-12%
COc1ccc(S(=O)(=O)NN=C2CCCCC2)cc1,6,117,-6,117,.,.,.,3%,-2%
CN1C(=O)NC(c2cccc(O)c2)C(C(=O)c2cccs2)C1(O)C(F)(F)F (stereo not given),2,130,-2,130,9,94,85,-5%,-4%
Cc1cc(OCC(=O)NC(C)C)cc(C)c1Cl,-9,114,9,114,7,92,85,.,.
Cn1cccc1-c1nc2ccc(NC(=O)c3ccc([N+](=O)[O-])cc3)cc2[nH]1,0,50,0,50,1,33,32,4%,-2%
CCC(=O)Nc1ccc(S(=O)(=O)c2ccc(NC(=O)CC)cc2)cc1,-22,152,22,152,-4,93,97,-7%,-12%

# Gathered by group, those above containing a nitro group on carbon
SMILES,NFkB transloc inh,NFkB transloc inh cell count 2 µM,IL1B NFkB pot,IL1B NFkB pot cell count 2 µM,MRP resist rev,MRP resist rev cytotoxicity,MRP resist rev with doxorubicin,Bcl-B TR3 displacers,PLAP inhibition
COc1ccc(CCNC(=O)Cc2cc(OCc3ccccc3)c(OC)cc2[N+](=O)[O-])cc1OC,-9,181,9,181,.,.,.,0%,-7%
Cn1cccc1-c1nc2ccc(NC(=O)c3ccc([N+](=O)[O-])cc3)cc2[nH]1,0,50,0,50,1,33,32,4%,-2%

# Screening data as filed in PubChem.
